# SKN-1 inh = blocks SKN-1 activity in C. elegans; C. elegans VP596 Pgst-4::GFP/RFP ratio, acrylamide-induced, 24 h; inhibition, % at 21.8 µM; actives 0.49% (n = 360,000); AID 624304;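 active = interference check ratio from 0.5 to 1.5 plus GFP to RFP signal ratio inhibition reaching or exceeding a fixed threshold, cut at about 30% in these data, passing the limit was not always enough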; also: some compounds called inactive have numbers as strong as hits
# MT1-MMP act inh = inhibitors of human MT1-MMP activation | P50281 | HT1080 RFP-PRO-GFP cells, GFP/RFP ratio fluorescence, overnight; percent of plate control window, DMSO zero | GFP/RFP ratio change, % at 20 µM | actives 0.061% (n = 360,000);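 active = GFP/RFP ratio change of at least 30% with cell ATP level not reduced by more than half and red fluorescence within 50% of control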; also: strong numbers were not always called active
#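 Assay system: HT1080 RFP-PRO-GFP cells | Dosing: 20 µM single dose, 1% DMSO | Incubation: Cells overnight before dosing, compound overnight, 37 °C, 5% CO2 | Evaluation: GFP/RFP fluorescence ratio | Control set: DMSO-only wells and HT1080 RFP-L50D-GFP cell wells as references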
# TbMetRS inhib = Trypanosoma brucei MetRS inhibition; inhibition, % at 11.9 µM; purified T. brucei MetRS, ATP depletion, Kinase-Glo luminescence; actives 0.4% (n = 360,000); AID 624268;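 active = inhibition above a per-plate cutoff of the control wells' mean inhibition plus 3 SD, cut at about 5.5% in these data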;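 also: 0% = DMSO wells median and 100% = median of wells with control inhibitor compound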
#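 Material: T. brucei methionyl-tRNA synthetase, purified; reagent: substrates ATP, L-methionine and bulk Escherichia coli tRNA; dosing: 11.9 µM single point; timing: 15 min plus 2 h at 25 °C; detection: luminescence of leftover ATP; evaluation: % inhibition; control set: DMSO-only wells as low control; replicates: singlicate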
# FAS TE block = inhibitors of human fatty acid synthase thioesterase domain. recombinant FAS-TE, OMFH fluorogenic substrate, fluorescence endpoint. AID 602261. actives 0.67% (n = 360,000). inhibition, % at 15 µM. P49327;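 active = compounds whose normalised, plate-corrected inhibition of enzyme fluorescence in the single-dose primary screen is 50% or more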;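 also: 0% = DMSO with enzyme and 100% = substrate without enzyme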
# eLon inh = inhibitors of E. coli Lon protease; actives 0.42% (n = 360,000); inhibition, % at 7.94 µM; P0A9M0; AID 602123; purified E. coli Lon protease, fluorescence polarization; in the data active = inhibition above about 13%, passing the limit was not always enough;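 also: 0% = enzyme with probe and DMSO and 100% = no enzyme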
# Target sequence (P0A9M0 whole entry, looked up): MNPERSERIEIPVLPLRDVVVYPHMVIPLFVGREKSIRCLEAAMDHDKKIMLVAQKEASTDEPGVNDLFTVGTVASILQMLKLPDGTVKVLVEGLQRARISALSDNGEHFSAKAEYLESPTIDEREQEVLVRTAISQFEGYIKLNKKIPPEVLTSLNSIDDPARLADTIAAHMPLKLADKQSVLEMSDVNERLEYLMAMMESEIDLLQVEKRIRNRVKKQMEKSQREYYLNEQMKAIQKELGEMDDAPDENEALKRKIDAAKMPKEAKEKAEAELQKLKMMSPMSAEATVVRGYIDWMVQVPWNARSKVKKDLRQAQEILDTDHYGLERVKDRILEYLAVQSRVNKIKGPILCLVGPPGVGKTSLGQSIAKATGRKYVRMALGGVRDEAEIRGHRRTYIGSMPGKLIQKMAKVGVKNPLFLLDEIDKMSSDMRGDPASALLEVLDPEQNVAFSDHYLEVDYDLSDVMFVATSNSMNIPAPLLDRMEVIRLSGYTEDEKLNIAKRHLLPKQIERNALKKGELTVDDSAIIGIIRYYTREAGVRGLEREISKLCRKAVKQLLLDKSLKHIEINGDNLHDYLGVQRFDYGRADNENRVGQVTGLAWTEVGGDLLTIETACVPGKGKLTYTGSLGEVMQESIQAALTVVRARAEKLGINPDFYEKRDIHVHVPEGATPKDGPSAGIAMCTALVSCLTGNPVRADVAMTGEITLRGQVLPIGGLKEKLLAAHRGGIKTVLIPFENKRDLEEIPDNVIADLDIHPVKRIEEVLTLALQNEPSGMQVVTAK
# MsrA inh = inhibits bovine methionine sulfoxide reductase A; purified bovine MsrA, absorbance read-out; inhibition, % at 15.5 µM; actives 0.75% (n = 360,000); in the data active = inhibition above about 4.5%;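 also: 0% = vehicle wells with enzyme and 100% = reference inhibitor wells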
# PABP1 MLLE inh = blocks PAM2 peptide binding to the PABP1 MLLE domain; P11940; GST-MLLE / FITC-PAM2 fluorescence polarization; inhibition, % at 20 µM; actives 0.36% (n = 360,000); AID 588489; in the data active = inhibition above about 35%, passing the limit was not always enough;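 also: plate controls were DMSO wells with GST-MLLE for no effect and wells lacking GST-MLLE protein for full effect; some results filed as inactive read as strong as hits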
# bovine MsrA act = activators of bovine methionine sulfoxide reductase A. purified bovine MsrA, absorbance read-out. AID 602163. activation, % at 10.6 µM. actives 0.3% (n = 360,000); in the data active = activation above about 7.5%;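 also: 0% = vehicle and 100% = reference activator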
# NRP1-CendR mod = modulators of CendR peptide binding to human neuropilin-1; inhibition, % at 25 µM; FAM-RPARPAR peptide binding to NRP-1, fluorescence polarization; actives 0.85% (n = 360,000);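 active = inhibition or corrected inhibition above about 18%, plus a signal ratio from 0.5 to 1.5, limit read from the data, passing the limit was not always enough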; also: strong numbers were not always called active
# Active calls of the source: *; / = no result given.
# Under each structure: eLon inh, bovine MsrA act, PABP1 MLLE inh, FAS TE block, MsrA inh, SKN-1 inh, MT1-MMP act inh, TbMetRS inhib, NRP1-CendR mod
CC(=O)O[C@H]1CC[C@@]2(C)[C@@H](CC[C@@H]3[C@@H]2CC[C@]2(C)[C@@H](C(C)(C)O)C[C@@H]32)C1
→ 8.6, -2.2, 7.3, -3.0, -1.0, 7.0, 1.1, -0.3, -1.6
O=C(CN1C(=O)C2CC=CCC2C1=O)OCCN1C(=O)c2ccccc2C1=O (stereo not given)
→ 4.6, -9.5, 4.5, -9.3, -0.3, -5.0, -5.4, -1.0, -3.4
Cc1ccc(OC[C@H](O)[C@H](C)NC(C)C)c2c1CCC2
→ -13.9, -2.1, -9.9, -3.2, -0.2, 14.2, 5.8, -1.1, -6.2
C=CCNC(=O)C1CC(=O)N(c2ccc(Br)cc2)C1 (stereo not given)
→ -2.5, -2.7, 0.9, -2.6, -0.7, 13.6, -1.9, -0.2, 5.3
CCOC(=O)C(=CNc1cc(C)ccn1)C(=O)OCC
→ -10.4, -7.2, -4.6, -5.5, 1.6, 1.8, 4.0, -0.1, 1.7
CCc1nnc(NC(=O)CSc2nccn2-c2ccccc2)s1
→ -11.7, -3.6, 5.5, -12.4, 1.2, 12.6, 3.4, -0.2, -1.7
O=C(CSc1ccccn1)N1CCNC1=O
→ -7.7, -3.8, -6.8, -5.4, -1.6, -13.2, 1.0, -0.2, 1.3
COc1cc2c(cc1OC)-c1cc(NC3CCCC3)nc(=O)n1CC2
→ -8.8, -4.5, -1.3, -9.2, 2.8, -14.8, 2.6, 0.3, -6.2
CC(=O)c1ccc(N2CCN(C(=O)Cc3ccccc3)CC2)c(F)c1
→ 8.1, -2.8, -3.2, -0.3, 1.2, -14.2, 1.2, -0.3, -5.0
COc1ccccc1N1CCN(C(=O)COc2ccc(C)cc2Br)CC1
→ -12.8, 1.0, -5.1, 9.3, -0.2, -29.7, 0.1, -0.3, -4.3
CCOc1ccccc1C1C(C#N)=C(N)N(N(C)C)C2=C1C(=O)CCC2 (stereo not given)
→ 4.2, -1.6, -3.7, -4.2, 0.5, 5.5, 0.5, 0.6, 0.9
CCC(CC)c1nnc(NC(=O)c2ccc(N3CCCC3=O)cc2)s1
→ -7.5, -3.5, 9.4, -13.6, 1.0, 3.0, 8.9, 1.2, 1.4
Cc1cccc(OCC(=O)Nc2ccc(N3CCN(C(=O)c4ccccc4)CC3)cc2)c1C
→ -1.5, -2.6, -6.3, 0.3, 0.1, -2.8, -1.2, -0.4, 10.4
Cc1sc2ncnc(N3CCCC(C)C3)c2c1C (stereo not given)
→ -4.1, -3.3, 1.9, 12.5, 0.8, 8.1, -1.9, 0.3, -0.6
CCOc1ccc(CCNC(=O)c2nnn(CC(=O)Nc3ccccc3C)c2N)cc1OCC
→ -0.7, -0.5, -9.8, -14.0, -1.0, 17.0, -1.3, -0.3, -15.7
CC1Cc2ccccc2N1S(=O)(=O)c1cccc(C(=O)NCC(c2ccco2)N2CCCC2)c1 (stereo not given)
→ -3.5, 1.4, -12.7, -1.9, 0.1, 4.5, 5.0, -0.2, -17.9
Cc1ccc(S(=O)(=O)CCc2nnc(N)s2)cc1C
→ -7.2, 1.9, 13.4, -5.9, -0.3, 10.1, 5.5, -0.3, 2.5
c1ccc(C(c2nnnn2Cc2ccco2)N2CCN(C3CCCC3)CC2)cc1 (stereo not given)
→ -7.9, -0.8, 1.1, -5.6, 0.1, 7.0, -6.6, 0.2, 4.8
COc1cccc(NC(=O)CN(C)C(C)C(=O)N2CCCCC2)c1 (stereo not given)
→ -12.7, -7.6, -6.5, -12.9, 1.0, -6.0, -3.4, 0.1, -5.5
COc1cccc(CNC(=O)c2cccnc2Sc2ccc(Cl)cc2)c1
→ 6.4, -0.4, 3.2, 10.9, 0.4, -2.8, 4.0, -0.1, 19.9
O=[N+]([O-])c1ccc(S(=O)(=O)N2CCN(c3ccccn3)CC2)cc1
→ -10.1, 2.8, -8.4, -4.5, 1.2, -3.3, -2.0, -0.1, -3.6
CCN1/C(=N\N)c2cccc3cccc1c23
→ -31.7, -1.8, -83.5, 2.0, -1.2, 61.1, 20.7, -0.5, -187.1
CSCCC(NC(=O)CCC(=O)OCC(=O)[C@@]1(O)CCC2[C@@H]3CCC4=CC(=O)C=C[C@]4(C)C3[C@@H](O)C[C@@]21C)C(=O)O (stereo not given in full)
→ 8.2, -8.2, 5.9, -1.3, -0.9, 3.5, 1.3, -0.8, 2.8
O=C(Cc1ccc(Cl)c(Cl)c1)N1CCOCC1
→ 4.9, -4.6, -12.4, -1.8, -0.2, -8.6, -0.6, -0.9, 8.3
Cn1c(=O)cc(OCC(=O)NC2CCCCC2)c2ccccc21
→ 5.2, -4.8, -3.3, -0.5, -0.8, -9.6, 3.7, -1.0, -7.2
CCOC(=O)c1cnc2c(C(=O)OCC)cnn2c1N
→ -2.2, -2.1, -5.5, -5.9, 1.4, 0.6, 3.2, 4.8, -4.7
OCCNCCCCOc1ccc(F)cc1
→ -1.8, -6.9, -2.2, -6.8, 1.8, -6.1, 8.8, -1.1, 14.6
Cc1nn(-c2cccc(C(F)(F)F)c2)c(=O)c2ccccc12
→ -14.4, 1.0, 8.7, 4.5, 0.2, 11.0, 4.0, 0.3, 4.9
O=C(O)c1ccc(-n2nnnc2SCc2ccccc2Br)cc1
→ 5.3, -4.4, -51.8, -10.3, -0.7, 0.7, -2.2, -0.5, -6.6
CCCOc1ccccc1/C=C1\SC(N)=NC1=O
→ -7.6, 1.2, -15.6, -1.4, 2.2, -7.4, -6.4, 0.1, -15.4
CCCCCNC(=O)[C@@H]1CSC2c3ccccc3C(=O)N21 (stereo not given in full)
→ 2.0, -10.9, 24.9, -10.8, 1.6, -2.3, /, -1.9, 3.5
COc1ccc(N(CC(=O)NCc2ccc3c(c2)OCO3)S(=O)(=O)c2ccc(O)c(C(=O)O)c2)cc1
→ -7.8, -3.2, -11.1, 6.5, -0.7, -9.2, 0.6, -0.3, -8.8
CN(C)S(=O)(=O)c1ccc(C(=O)Nc2ccc3nc(N4CCOCC4)sc3c2)cc1
→ -2.3, -8.0, -18.7, -4.3, -0.3, -11.1, -0.3, -0.6, 0.5
Cc1ccc(NC(=O)COC(=O)Cn2cnc3ccccc32)cc1S(=O)(=O)N(C)C
→ -8.9, 2.3, -15.8, -10.6, 1.0, 6.5, 1.4, 0.3, -2.0
Cc1nc2ccc(C(=O)N3c4ccccc4CC3C)cc2s1 (stereo not given)
→ -0.8, -8.4, 3.9, -7.4, -0.3, -6.5, 0.8, -0.6, -4.5
Cc1ccc(-c2cc(C(F)F)n3ncc(C(=O)N4CCN5CCCC5C4)c3n2)cc1 (stereo not given)
→ -5.1, -9.0, 7.3, -2.3, 0.9, -11.5, 5.5, -2.3, -7.4
Cn1c(Sc2ccc([N+](=O)[O-])cc2C(F)(F)F)nnc1-c1ccccc1
→ 1.1, -0.8, -2.4, 24.2, 1.3, -12.9, 0.7, 0.0, 3.3
NC(=O)C1CCN(Cc2nc3c(Br)cc(Br)cc3c(=O)[nH]2)CC1
→ -4.1, -4.2, -32.3, -1.6, -0.2, 4.2, -6.6, 0.5, -20.5
C=CCn1c(SCCN2CCOCC2)nc2c1c(=O)[nH]c(=O)n2C
→ -2.5, -9.6, 19.1, -12.1, 0.0, -2.3, -1.8, -0.8, 1.0
CSc1nc2ccc(NS(=O)(=O)c3ccc([N+](=O)[O-])cc3)cc2s1
→ -7.0, -0.4, -2.2, 31.7, 0.8, -21.2, 0.1, 0.0, -5.4
COc1cc(/C=C2/C(=O)ON=C2C)ccc1OCc1ccccc1F
→ 0.1, -10.1, -1.0, -10.1, 0.0, 8.5, 5.6, -1.2, -30.3
COc1ccc(C(=O)Nc2c(O)ccc3ccccc23)cc1OC
→ 7.6, -2.2, -13.2, -2.3, 0.2, -3.6, 0.6, -1.0, -18.8
O=C(Cc1ccccc1[N+](=O)[O-])N1CCN(S(=O)(=O)c2ccccc2)CC1
→ -1.2, -2.4, 2.0, 2.8, 0.5, 3.5, -5.4, -0.2, 4.2
Cc1nnc(N2C(=O)C(=O)/C(=C(\O)c3ccc4c(c3)CC(C)O4)C2c2ccccc2)s1 (stereo not given)
→ 2.2, -3.3, -0.7, -5.5, 0.0, -4.3, -5.5, 0.4, 7.0
Cc1nc(N2CCN(Cc3ccc(Cl)cc3)CC2)c2oc3ccccc3c2n1
→ -0.9, -6.4, 21.4, 25.2, 0.9, 5.5, 5.5, -0.2, -0.6
CCCc1nn2c(=O)cc(COc3ccc(NC(=O)c4ccco4)cc3)nc2s1
→ 0.7, -2.7, 1.1, -6.2, -0.6, 8.0, 2.4, 0.0, -5.0
Cc1ccc(C(=O)NCCCN2CCOCC2)c(C)c1
→ 0.2, -1.7, 3.9, -7.6, -0.5, 8.7, 0.8, -0.7, -9.8
CSc1nccn1CC(=O)Nc1ccc(F)cc1
→ -1.4, 2.0, 16.9, -5.7, -1.5, 0.8, 6.7, -0.7, 5.7
Cc1ccc(NC(=O)c2ccc3c(c2)OCCO3)nc1
→ 0.8, -2.1, 5.4, -2.5, -0.8, 9.4, -2.9, -0.5, 10.3
O=S(=O)(c1ccc2nc(SCc3ccc(Cl)cc3)[nH]c2c1)N1CCOCC1
→ -4.8, -2.5, -25.4, -4.6, 0.7, 3.6, -0.7, 12.4*, -1.7
O=C(COC(=O)c1ccco1)Nc1ccc([N+](=O)[O-])cc1Cl
→ 5.1, -1.8, 19.8, 8.3, 1.7, 3.8, 0.3, 0.2, -6.2
CC(C)NC(=O)Nc1ccc2c(c1)C(=O)N([C@H](C)CO)C[C@H](C)[C@@H](CN(C)C(=O)Nc1ccc3c(c1)OCO3)O2
→ 2.5, -2.0, -2.1, -6.7, -2.0, 5.5, 3.0, -0.7, 2.0
NC(=O)COC(=O)CC(c1ccccc1)c1ccccc1
→ -7.2, -0.6, -6.5, -6.0, 0.3, 2.6, -1.3, -0.3, -3.7
COc1ccc(CCNC(=O)COc2ccc(S(=O)(=O)NC(C)C)cc2)cc1OC
→ -2.9, -4.3, 13.6, -2.8, -0.2, -3.0, -1.0, 0.1, 7.9
Cn1c(=S)[nH]c2cccnc21
→ -12.5, -7.0, -100.9, -7.7, 0.8, -6.9, 6.3, -0.7, -3.8
CCOC(=O)c1sc(NC(=O)CC)c(C#N)c1C
→ -1.4, -6.8, 16.4, -0.7, 0.9, -2.0, 5.4, -0.6, 3.5
